PhoP GFP inhibition: Inhibition of PhoP regulon, Salmonella typhi GFP reporter cells, confirmation, 4 h (AID 1850). actives 0.33% (n = 310,000). Salmonella Typhi PhoP-promoter GFP reporter, fluorescence, 4 h; higher % means a stronger effect. inhibition, % at 50 µM; hits with a dose series show IC50 in µM; in the data active = a potency from the dose series; inconclusive = inhibition mostly from about 25% at the one dose, without a potency; inactive = the rest, 99 in 100 with inhibition below about 19%;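 note: 0% = induced wells with vehicle and 100% = uninduced wells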
VEEV TC-83 Vero: inhibitors of VEEV TC-83 cytopathic effect, confirmation, Vero cells (AID 588727). inhibition, % at 20 µM; hits with a dose series show IC50 in µM. Vero cells, VEEV TC-83 cytopathic effect inhibition; higher % means a stronger effect. actives 0.13% (n = 350,000); in the data active = a potency from the dose series; inconclusive = inhibition mostly from about 14% at the one dose, without a potency; inactive = the rest, 99 in 100 with inhibition below about 12%; note: strong numbers were not always called active
M. tuberculosis HTS: M. tuberculosis growth inhibition, HTS (AID 449762) | M. tuberculosis H37Rv growth inhibition, 7H9 media; higher % means a stronger effect | inhibition, % at 25 µM, or IC50 in µM where a hit was titrated | actives 0.59% (n = 330,000); in the data active = a potency from the dose series; inconclusive = inhibition above about 70% without an active follow-up result;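 note: bacterial growth assessed after seven days of incubation; strong numbers were not always called active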
H1N1 NS1A inhibition: H1N1 influenza NS1A inhibitors, functional cell based assay (AID 504329). NS1A functional cell-based assay, percent inhibition; higher % means a stronger effect. inhibition, % at 12.5 µM, or IC50 in µM where a hit was titrated. actives 0.3% (n = 340,000); in the data active = a potency from the dose series; inconclusive = inhibition above about 27% without an active follow-up result; note: strong numbers were not always called active
tuberculosis growth: growth inhibition of non-replicating M. tuberculosis (AID 488890); Mycobacterium tuberculosis non-replicating, growth inhibition; higher % means a stronger effect; one-dose inhibition, % at 25 µM; IC50 in µM for titrated hits; actives 0.39% (n = 320,000); in the data active = a potency from the dose series; inconclusive = inhibition mostly from about 82% at the one dose, without a potency; inactive = the rest, 99 in 100 with inhibition below about 76%;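 note: plate controls were DMSO cells for no effect and high antibiotic wells for full effect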
VEEV TC-83 Vero 10K pilot screen: further read-out of VEEV TC-83 Vero, marked with its call; inhibition, %; measured here: 10K pilot screen inhibition
* marks the source's active call; other numbers are inactive results; i = inactive; u = inconclusive; x = not tested or not shown.

SMILES | PhoP GFP inhibition | VEEV TC-83 Vero | M. tuberculosis HTS | H1N1 NS1A inhibition | tuberculosis growth | others
CCCn1nc2ccccc2c1P(=O)(N1CCOCC1)N1CCOCC1 | -9% | 0.6% | -7% | -5% | -8%
O=C(CS(=O)(=O)Cc1ccccc1)NCc1ccco1 | 3% | 0.8% | -1% | -5% | 7%
C=CCOc1ccc2c(c1)CCC1C2CCC2(C)C(O)C(O)CC12 (centres undefined) | x | 5.4% | x | 11% | x
CCn1cc(CN2CCC(Oc3ccc(C(=O)N4CCCCC4)cc3)CC2)cn1 | -8% | 2.2% | -2% | -4% | 1%
COc1ccc(-c2cc(C(F)(F)F)nc(SCCC(=O)N3CCN4CCCC4C3)n2)cc1 (centres undefined) | -2% | 0.1% | -2% | -23% | 47%
CCOc1ccc(NC(=S)NCCCN2CCN(C3CCCCC3)CC2)cc1 | -6% | 0.6% | -9% | -6% | -7%
COc1ccc(-n2c(=O)c3c4c(sc3n(CC(=O)NCC3CCCO3)c2=O)CCCC4)c(OC)c1 (centres undefined) | 16% | 1.6% | 9% | -3% | 11%
CCCn1nc(C(=O)N2CCCc3ccccc32)c2ccccc2c1=O | 5% | 6.2% | 2% | -7% | 15%
Cc1sccc1C1C(C#N)=C(N)SC(N)=C1C#N | -2% | x | -4% | x | 20%
CC(=O)COC(=O)c1ccc2noc(-c3ccccc3)c2c1 | -5% | i | 1% | 4% | 13%
COc1ccccc1C1C(C(N)=O)=C(C)Nc2ncnn21 (centres undefined) | 1% | 0.3% | -8% | 4% | -3%
O=C(Nc1cccc2ccccc12)N(CCO)C1CCS(=O)(=O)C1 (centres undefined) | -9% | i | 1% | 3% | -15%
CCO[C@H]1OC(C(=O)NC2CC2)=C[C@@H](c2ccccc2)[C@@H]1CCCO | 2% | 8.2% | -8% | -1% | -23%
CCN(C(=O)CN1CCN(c2ccccc2O)CC1)c1c(N)n(Cc2ccccc2)c(=O)[nH]c1=O | 19% | 4.8% | -7% | -10% | 2%
O=C(COC(=O)CNC(=O)c1cccc([N+](=O)[O-])c1)Nc1ccccc1OC(F)F | -2% | 0.3% | -3% | -3% | -18%

Continued, overlapping the part above by 3 compounds.
SMILES | PhoP GFP inhibition | VEEV TC-83 Vero | M. tuberculosis HTS | H1N1 NS1A inhibition | tuberculosis growth | others
CCO[C@H]1OC(C(=O)NC2CC2)=C[C@@H](c2ccccc2)[C@@H]1CCCO | 2% | 8.2% | -8% | -1% | -23%
CCN(C(=O)CN1CCN(c2ccccc2O)CC1)c1c(N)n(Cc2ccccc2)c(=O)[nH]c1=O | 19% | 4.8% | -7% | -10% | 2%
O=C(COC(=O)CNC(=O)c1cccc([N+](=O)[O-])c1)Nc1ccccc1OC(F)F | -2% | 0.3% | -3% | -3% | -18%
O=C(NC(NC(=S)Nc1ccc(Cl)cc1)C(Cl)(Cl)Cl)c1ccco1 (centres undefined) | 7% | i | -7% | 4% | 47%
COc1cc(/C=C/C(=O)OCC(=O)N2CCC(Cc3ccccc3)CC2)ccc1O | -3% | i | u | 16% | 53%
CC(C)C[C@H](NC(=O)CCn1nnc2ccccc2c1=O)C(=O)O | -13% | 0.6% | 2% | -4% | -9%
CN1CCN(NC(=O)CN2C(=O)S/C(=C\c3c(Cl)cccc3Cl)C2=O)CC1 | -33% | 1.7% | -6% | -1% | -11%
COc1ccc(C)cc1NC(=O)c1c(C)nn(Cc2ccccc2)c1Cl | -11% | 1.1% | 13% | -5% | 32%
NS(=O)(=O)c1cccnc1Nc1cccc(Cl)c1 | 13% | 4.7% | -7% | 8% | -1%
CCN(CC)C(=O)c1[nH]cnc1C(=O)N[C@@H](CC(C)C)C(=O)OC(C)(C)C | -15% | i | 18% | 4% | 39%
CC(C)(C)N(Cc1ccccc1)C(=O)COC(=O)Cn1cnc2ccccc2c1=O | -4% | i | 8% | -2% | -5%
COc1cc(N(C(=O)Cc2cccs2)C(C(=O)NC2CCCCC2)c2cccc(OC)c2OC)ccc1-n1cnnn1 (centres undefined) | -2% | 2.2% | -5% | 1% | 43%
S=C(Nc1ccc(Cl)cc1)NC1CCCCC1 | 3% | 2.9% | -13% | -3% | u
C/C(=N\Nc1ccc(Cl)cc1)c1ccncc1 | 3% | 0.1% | u | -12% | x
CC(Oc1ccc(F)cc1)C(=O)Nc1cc(S(=O)(=O)N2CCOCC2)ccc1N1CCCC1 (centres undefined) | -2% | 2.4% | 2% | 12% | -12%
Cc1ccc(-n2c(SCC(=O)N3CCC(C(=O)O)CC3)nc3ccccc3c2=O)cc1C | 5% | 1.0% | 6% | -22% | 0%
COc1cccc(CC2(CO)CCCN(Cc3sc(N4CCCC4)nc3Cl)C2)c1 (centres undefined) | 1% | 0.6% | 8% | 0% | 101%
O=C(O)C1CCCN1c1ncccn1 (centres undefined) | -5% | i | -12% | -3% | -6%
NS(=O)(=O)c1ccc(NS(=O)(=O)/C=C/c2ccccc2)cc1 | -4% | i | 7% | -1% | -1%
CC(Nc1ccc(F)cc1)=[N+](C)CCNS(=O)(=O)c1ccc(Cl)cc1 | -8% | 9.8% | -6% | -3% | 0%
O=C(Nc1ccc(Cl)cc1)N(CCCN1CCOCC1)Cc1cccs1 | x | 0.8% | -1% | 5% | 3%
Cc1cc(C)nc(SCc2nnc(SCC(=O)Nc3ccc(Cl)c(C(F)(F)F)c3)o2)n1 | 11% | 1.3% | -1% | -2% | 7%
CC(=O)c1cccc(NC(=O)CN(C2CCCCC2)S(C)(=O)=O)c1 | 6% | 5.6% | -23% | 10% | -8%
O=C(Oc1ccc(Br)cc1)c1cccnc1 | 2% | 2.0% | 4% | -10% | 49%
Cc1ccc(Sc2ncccc2C(=O)O)cc1 | -3% | 0.8% | 6% | -9% | -8%
CC(C)c1nnc(NC(=O)CSc2ccccc2)s1 | -6% | 1.0% | 1% | 3% | 38%
Cc1cc(OC(=O)c2cccc(Br)c2)c([N+](=O)[O-])c(=O)[nH]1 | -3% | 0.2% | -2% | 3% | -14%
O=C(COC(=O)C1CCC1)Nc1ccccc1Sc1ccccc1 | -3% | 0.6% | -4% | -2% | 6%
COc1ccc2nc(/N=C/c3c(C)[nH]n(-c4ccc(C)cc4)c3=O)sc2c1 | -3% | i | 29% | -6% | u
CC(C)(C)c1ccc(C(=O)NCC(=O)N/N=C/c2cccs2)cc1 | -5% | 2.0% | -9% | 3% | 16%
O=C(CSCc1ccc(Cl)cc1)N1CCOCC1 | -7% | i | 5% | -4% | 14%
Cc1ccc(NC(=S)N2CCN(Cc3ccccc3)CC2)cc1 | -3% | 2.4% | 1% | 9% | 1%
COc1cc(/C=N/NC(=O)c2cccc([N+](=O)[O-])c2)ccc1O | 13% | 1.1% | 11% | 0% | -10%
OC1(CNCc2cn[nH]c2-c2cc3ccccc3o2)CCCCC1 | 10% | 1.8% | -1% | -5% | 0%
O=C1CNC(=O)/C(=C/c2cccs2)N1 | -1% | 6.8% | -7% | -6% | -6%
O=C(Nc1ccn(CCCNCc2ccccn2)c(=O)n1)OCc1ccccc1 | x | i | x | 5% | x
Cc1cc([N+](=O)[O-])cc2c1-c1ncccc1C2=Nc1ccccc1 | -2% | i | 3% | 3% | -5%
COc1ccc(CCNC(=O)c2cnn3ccccc23)c(OC)c1OC | -5% | 1.9% | 1% | -3% | x
CSc1ccccc1NC(=O)CSCc1ccc(Br)cc1 | -9% | 2.4% | x | 0% | x
Cc1nc2c(-c3ccc(F)cc3)c(C)nn2c(C)c1CCC(=O)N1CCOCC1 | -16% | 0.3% | 3% | 7% | x
CCc1cc2cccc(C)c2nc1SCC(=O)NC1CCCC1 | -24% | i | 9% | 5% | -8%
CC(C)CNC(=O)CCc1nc(-c2ccccc2)no1 | -3% | 0.1% | 0% | 10% | 57%
CCOC(=O)c1ncn2c1C(=O)OC2(C)C | 7% | i | 3% | -2% | -1%
CC(Oc1ccc2c(-c3ccccc3)cc(=O)oc2c1)C(=O)NC(Cc1c[nH]c2ccc(O)cc12)C(=O)O (centres undefined) | 21% | 0.8% | -9% | -5% | -7%
CC(C)(C)c1nc(N)nc(=O)[nH]1 | 4% | i | 5% | 1% | -4%
NC(=O)C(c1ccc(F)cc1)c1ccc(C(=O)c2ccccc2)cc1 (centres undefined) | 1% | 2.0% | -5% | 3% | 0%
N/C(=N\OC(=O)/C=C/c1ccccc1)c1cccnc1 | -5% | i | 5% | -8% | -2%
Cc1cccc(NC(=O)c2cccc(S(=O)(=O)N3CCc4ccccc4C3)c2)n1 | 8% | 9.6% | 16% | -2% | 24%
CC1(C)CC(NC(=O)COc2ccc([N+](=O)[O-])cc2)CC(C)(C)N1 | 4% | i | -3% | x | 0%
Cc1cc(Oc2nc3ccccn3c(=O)c2/C=C(\C#N)C(=O)NC2CCS(=O)(=O)C2)ccc1Cl (centres undefined) | -1% | 1.5% | -4% | -2% | 1%
COCCCNC(c1ccccc1)c1ccncc1 (centres undefined) | -9% | 0.1% | -10% | 4% | -16%
Nc1nonc1-n1nnc(C(=O)N/N=C/c2cc(Br)ccc2O)c1CSC1=NCCS1 | 105µM* | 7.3% | 1% | -4% | 15% | VEEV TC-83 Vero 10K pilot screen=8.9
COC(=O)c1nc(NC(=O)c2ccccc2Cl)n[nH]1 | 2% | i | -5% | -8% | -5%
COc1cccc(/C=N/NC(=O)CNC(=O)COc2cccc(C)c2)c1O | 25% | 13% | -2% | -25% | 19%
S=C(NCc1ccccc1)NCc1ccccn1 | 8% | 1.2% | -7% | 1% | 22%
CCOC(=O)Cc1nnc(Nc2ccc(C)cc2)c2ccccc12 | -21% | 7.4% | 2% | 4% | 5%
O=C(Cc1ccc(F)cc1)N1CCN=C1SCc1ccc([N+](=O)[O-])cc1 | -1% | 3.9% | 17% | -9% | 65%
COc1ccc(S(=O)Cc2ccc(C(=O)NCc3cccc(OC)c3)o2)cc1 (centres undefined) | 8% | 0.1% | -3% | 2% | -6%
Cc1nc2[nH]c(=S)n(C)c(=O)c2nc1C | -3% | 0.1% | -6% | 10% | 6%
CSc1oc(-c2ccco2)nc1S(=O)(=O)c1ccc(F)cc1 | -5% | 2.9% | -5% | 4% | -6%
CCN(CC)C(=O)[C@H]1CC(CC(=O)NC(C)(C)C)C(=O)N2CCc3c([nH]c4ccccc34)[C@]12C (some centres undefined) | x | i | 6% | -18% | 1%
COc1ccc2c(c1)OC1(C)CC2C(C(=O)c2ccccc2OC)C(=O)N1 (centres undefined) | x | 0.6% | -9% | 0% | x
CC(=O)Nc1ccc(NC(=O)C(C)OC(=O)c2ccc(S(=O)(=O)N3CCCCC3)cc2)cc1 (centres undefined) | x | 0.2% | 3% | 1% | 1%
The list continues.
SMILES | PhoP GFP inhibition | VEEV TC-83 Vero | M. tuberculosis HTS | H1N1 NS1A inhibition | tuberculosis growth | others
Cc1ccc(CN2CCN(Cc3cc(=O)c4ccccc4[nH]3)CC2CCO)o1 (centres undefined) | -6% | 1.5% | -3% | 0% | 15%
C=CCn1cc(C(=O)N2CCN(CC)CC2)c(=O)c2cc(S(=O)(=O)N(CC)CC)ccc21 | 1% | 1.8% | -8% | 23% | -11%
CCCC(C(=O)NC1=NCCS1)c1ccccc1 (centres undefined) | 4% | 5.1% | 1% | 1% | 13%
CCOC(=O)Cc1csc(SCC(=O)Nc2cc(Cl)ccc2Oc2ccccc2)n1 | -7% | 7.7% | -1% | -6% | 23%
Cc1cc(C(=O)CCC(=O)N(C)CC(=O)Nc2ccc(OC(F)(F)F)cc2)c(C)s1 | x | 5.2% | x | 0% | x
CCOc1ccccc1N=Nc1c(C)[nH]n(-c2ccccc2)c1=O | -4% | 4.7% | -1% | 2% | 13%
COCCCn1c(CCC(=O)O)ccc1-c1ccc(F)cc1 | 1% | 0.4% | -6% | 0% | -3%
CC(C1=C(CCN(C)C)Cc2ccccc21)c1ccccn1 (centres undefined) | x | i | x | -21% | x

Reprinted at random: 5 compounds from above
SMILES | PhoP GFP inhibition | VEEV TC-83 Vero | M. tuberculosis HTS | H1N1 NS1A inhibition | tuberculosis growth | others
CCN(C(=O)CN1CCN(c2ccccc2O)CC1)c1c(N)n(Cc2ccccc2)c(=O)[nH]c1=O | 19% | 4.8% | -7% | -10% | 2%
CC(C1=C(CCN(C)C)Cc2ccccc21)c1ccccn1 (centres undefined) | x | i | x | -21% | x
Cc1ccc(NC(=S)N2CCN(Cc3ccccc3)CC2)cc1 | -3% | 2.4% | 1% | 9% | 1%
CCn1cc(CN2CCC(Oc3ccc(C(=O)N4CCCCC4)cc3)CC2)cn1 | -8% | 2.2% | -2% | -4% | 1%
CCN(CC)C(=O)c1[nH]cnc1C(=O)N[C@@H](CC(C)C)C(=O)OC(C)(C)C | -15% | i | 18% | 4% | 39%

Screens (PubChem)
